uPA surface inh = inhibitors of cell surface uPA generation | cell surface uPA generation assay, qHTS | Potency, µM (titrated, usually from 38.3 µM), for inactives: top-dose activity change, negative = inhibition, hits mostly inhibitors | actives 0.31% (n = 330,000); active = well fitted inhibition curve with a large enough effect; inconclusive = small, poorly fitted or top-dose-only effect; inactive = no such curve, though single readings can be large or run the other way; tested in mouse RAW 264.7 cells; also: potency is read from the fitted curve at half-maximal effect; nearly all actives have a fitted effect of over 55% in size
Eya2 inh = Eya2 (human) phosphatase inhibition. Potency, µM (doses to about 76.9 µM), for inactives: at the highest dose activity, negative = inhibition, actives largely listed as inhibitors. actives 0.006% (n = 330,000). recombinant Eya2, OMFP fluorescence dephosphorylation (OMFP is methylfluorescein phosphate). AID 488837; also: potency is read from the fitted curve at half-maximal effect
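Eya2 (0.2 uM) preincubated 10 min at ambient with compound, then OMFP substrate added at 50 uM; 10 min reaction in 50 mM HEPES pH 7.5, 50 mM NaCl, 5 uM MgCl2, 0.05% BSA, 1 mM DTT. Fluorescence read at Ex 485/Em 525 nm.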
Giardia kill = kills Giardia lamblia; Giardia lamblia trophozoite viability; activity change, % at 7.66 µM, hits read low; actives 0.15% (n = 340,000); in the data active = activity change below about -80%; inconclusive = between about -30% and that limit;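 also: parasites exposed to compound for two days anaerobically before the ATP read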
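Anaerobic 48 hrs incubation at 37 deg C of 100 trophozoites/well with test compounds; ATPLite 1-Step luminescence, 15-30 min RT, reports cellular ATP as viability.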
KCNH2 WT inh = blocks the wildtype human KCNH2 potassium channel | Q12809 | U2OS, BacMam KCNH2, thallium flux FluxOr; hits give low values | activity change, % at 1.84 µM | actives 0.37% (n = 340,000);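 active = maximum activity change below -70%; inconclusive = maximum activity change between -70% and -50%; inactive = maximum activity change above -50%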
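U2OS cells were transduced with wild-type KCNH2 virus (2.03 x 10^8 / mL) for 4 h at room temperature, then cultured overnight at 37 C. Thallium flux was read with FluxOr dye. Rate constants were normalized to DMSO controls.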
USP2a inh = blocks human ubiquitin-specific protease USP2a. O75604. USP2 core, Ub-CHOP2 coupled fluorogenic reporter, 485/531. Potency, µM (series often up to 38.3 µM), inactives show at the highest dose activity change, negative = inhibition, most hits filed as inhibitors. actives 0.01% (n = 330,000);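 also: potency is read from the fitted curve at half-maximal effect; plate controls were DMSO wells for no effect and full inhibition by NEM control for full effect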
Target sequence (O75604 whole entry, looked up): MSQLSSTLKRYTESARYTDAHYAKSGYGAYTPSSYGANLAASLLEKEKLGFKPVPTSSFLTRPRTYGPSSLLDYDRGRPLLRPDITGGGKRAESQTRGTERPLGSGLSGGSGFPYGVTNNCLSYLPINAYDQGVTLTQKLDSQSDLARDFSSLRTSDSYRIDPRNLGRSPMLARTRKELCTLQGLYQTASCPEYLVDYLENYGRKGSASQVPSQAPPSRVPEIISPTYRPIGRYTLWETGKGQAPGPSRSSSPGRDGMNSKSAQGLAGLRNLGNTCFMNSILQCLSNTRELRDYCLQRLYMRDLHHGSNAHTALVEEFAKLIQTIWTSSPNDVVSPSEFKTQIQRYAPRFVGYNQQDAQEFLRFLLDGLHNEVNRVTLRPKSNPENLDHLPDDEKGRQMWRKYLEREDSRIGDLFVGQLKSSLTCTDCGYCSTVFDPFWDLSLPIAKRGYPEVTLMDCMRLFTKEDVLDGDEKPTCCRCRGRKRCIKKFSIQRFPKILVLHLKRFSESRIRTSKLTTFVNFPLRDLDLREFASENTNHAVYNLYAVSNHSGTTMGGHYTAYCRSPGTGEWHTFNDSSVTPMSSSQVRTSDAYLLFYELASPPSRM
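USP2 core (10nM final) preincubated 30min RT with compound in 20mM Tris-HCl pH 8.0, 2mM CaCl2, 2mM beta-mercaptoethanol, 0.05% CHAPS; 25nM Ub-CHOP2 plus 25nM reporter substrate added, fluorescence (Ex485/Em531) read after 60min.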
BCR signal inh = blocks chronic active B-cell receptor signaling; ABC-DLBCL IkBa-CBG/CBR reporter, luminescence ratio, 4 h; Potency, µM (series often up to 46.1 µM), for inactives: at the top dose ratio change, negative = lower green/red ratio, usual class: inhibitors; actives 0.05% (n = 340,000); active = well fitted inhibition curve with a large enough effect in the signal ratio, with a control signal flat, not every such curve was filed as active; inconclusive = small, poorly fitted or top-dose-only effect, or effect the other way, or a change in a side signal; the % refers to the signal ratio;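 also: potency is read from the fitted curve at half-maximal effect; plate controls were basal doxycycline-induced cells for no effect and cells given 10 µM MG132 for full effect; MG132 reads +100%, hits lower the ratio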
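TMD8 ABC-DLBCL cells carrying doxycycline-inducible green luciferase fused to IkappaBalpha plus unfused red luciferase were exposed to compounds (up to 46 uM) for 4 hrs at 37C. Activity came from the overlap-corrected green/red luminescence ratio.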
GALK inh = inhibitors of human galactokinase; AID 1868; Purified GALK, Kinase-Glo residual ATP luminescence; Potency, µM (doses to about 57.5 µM), for the others: at the highest dose activity change, negative = inhibition, actives largely listed as inhibitors; P51570; actives 0.007% (n = 270,000); also: potency is read from the fitted curve at half-maximal effect
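Galactose (100 uM) and ATP (35 uM) were turned over by 5 nM GALK for 1 h at RT. Kinase-Glo Plus then converted the remaining ATP into a luminescent signal.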
KCNH2 3.1 block = inhibitors of human KCNH2 3.1 potassium channel isoform. actives 0.95% (n = 340,000). U2OS KCNH2 3.1, thallium flux FluxOr; hits give low values. activity change, % (tested at about 1.8 µM);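 active = maximum activity change below -70%; inconclusive = maximum activity change from -70% to -50%; inactive = maximum activity change above -50%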;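 also: thallium influx rate constant from kinetic fluorescence after stimulation buffer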
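We transduce U2OS cells with the mutant 3.1 virus, culture them overnight, load FluxOr with Red40 quencher for 45 min, then add stimulation buffer and read kinetically for 2 min to derive a normalized rate constant.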
B2AR arrestin = recruits beta-arrestin to the human beta2-adrenergic receptor; AID 492947; actives 0.02% (n = 330,000); Potency, µM (top dose mostly 46.1 µM), for inactives: top-dose activation, hits mostly activators; beta-arrestin recruitment to beta2AR, cell-based reporter; P07550;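 also: potency is read from the fitted curve at half-maximal effect; 0% = DMSO controls and full agonism = EC100 isoproterenol or metaproterenol; nearly all actives have a fitted effect of over 65% in size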
Target sequence (P07550 whole entry, looked up): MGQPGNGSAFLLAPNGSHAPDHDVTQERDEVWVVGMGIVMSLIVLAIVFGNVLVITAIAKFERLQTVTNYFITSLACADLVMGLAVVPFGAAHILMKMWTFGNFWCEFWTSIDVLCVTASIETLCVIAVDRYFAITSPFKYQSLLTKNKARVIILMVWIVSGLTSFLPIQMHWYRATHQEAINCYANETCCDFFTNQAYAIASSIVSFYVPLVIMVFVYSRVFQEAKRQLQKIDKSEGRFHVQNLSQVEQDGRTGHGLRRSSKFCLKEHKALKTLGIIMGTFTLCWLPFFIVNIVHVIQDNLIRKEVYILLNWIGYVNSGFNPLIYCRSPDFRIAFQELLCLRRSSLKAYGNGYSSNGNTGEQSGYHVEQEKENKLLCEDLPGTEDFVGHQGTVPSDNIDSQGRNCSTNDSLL
PKM2 activator = increases activity of human pyruvate kinase M2 | P14618 | actives 0.34% (n = 260,000) | Potency, µM (top dose mostly 57.5 µM), inactives show top-dose activation, usual class: activators | purified PKM2, Kinase-Glo ATP luminescence, activation; response scale: 0% is enzyme alone, no compound | AID 1631; also: potency is read from the fitted curve at half-maximal effect; nearly all actives have a fitted effect of over 55% in size
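Purified hPK-M2 (>95% pure) converted ADP (0.1 mM final) to ATP with 0.5 mM PEP in 50 mM imidazole pH7.2, KCl, MgCl2, Tween 20, BSA; 1 h at room temperature. ATP detected by Kinase-Glo luminescence.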
Coupling enz = coupling enzyme interference in Giardia aldolase counter-screen | coupling enzyme system counterscreen, AmpLite Red fluorescence | activity change, negative = inhibition, % at 58.2 µM, hits read low | actives 0.67% (n = 290,000); in the data active = activity change below about -30%
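Fluorescence at 525 nm excitation and 598 nm emission measured inhibition of the coupled detection system without aldolase. Compounds (at 57.5 uM final) were preincubated 10 min at room temperature with coupling enzyme reagent before a 20 min substrate/AmpLite Red step.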
An asterisk follows results filed as active. Unless noted, calls follow the shape of the dose curve; as a rule, active = well fitted curve in the direction sought with a large enough effect; inconclusive = small, poorly fitted or top-dose-only effect, or another doubt; inactive = no such curve, though single readings can be large; an effect the other way counts as inactive or inconclusive. Unless noted, % is scaled to controls: 0 for no effect and ±100 for the full control effect.

Results for COc1cccc(CNc2nc(-c3cccnc3)nc3ccccc23)c1 ?
uPA surface inh: 9%; Eya2 inh: 5%; Giardia kill: 8; KCNH2 WT inh: -5; USP2a inh: 1%; BCR signal inh: inconclusive; GALK inh: 3%; KCNH2 3.1 block: -2; B2AR arrestin: -0.9%; PKM2 activator: 3%; Coupling enz: 1

What do the screens show for `Cc1cccc(NC(=O)c2sc3nc(-c4ccccc4)cn3c2C)n1`?
uPA surface inh: -11%; Eya2 inh: -13%; Giardia kill: 20; KCNH2 WT inh: -3; USP2a inh: 1%; BCR signal inh: inconclusive; GALK inh: 0%; KCNH2 3.1 block: 19; B2AR arrestin: 0.3%; PKM2 activator: -6%; Coupling enz: -1

What do the screens show for `CC(=O)Nc1ccc(S(=O)(=O)N(C)CC(=O)OC(C)C(=O)NC2CCCCC2)cc1` (configuration not stated)?
uPA surface inh: 2%; Eya2 inh: 19%; Giardia kill: -9; KCNH2 WT inh: 2; USP2a inh: 0%; BCR signal inh: 0%; KCNH2 3.1 block: -9; B2AR arrestin: 0.1%

How did C/C(=N/NC(=O)c1ccc2c(c1)OCCO2)c1ccc([N+](=O)[O-])cc1 do in these assays?
uPA surface inh: 2%; Eya2 inh: 3%; Giardia kill: 12; KCNH2 WT inh: 1; USP2a inh: 0%; BCR signal inh: inconclusive; GALK inh: -1%; KCNH2 3.1 block: 12; B2AR arrestin: -0.4%; PKM2 activator: -6%; Coupling enz: 5

How did CC(C)c1ccccc1NS(=O)(=O)N(C)C do in these assays?
uPA surface inh: -7%; Eya2 inh: -6%; Giardia kill: -16; KCNH2 WT inh: -4; USP2a inh: 13%; BCR signal inh: 1%; GALK inh: 0%; KCNH2 3.1 block: 20; B2AR arrestin: 0.0%; PKM2 activator: 2%; Coupling enz: -1

How did CN(Cc1ccccc1)c1nc(N)nc(Cl)c1C=O do in these assays?
uPA surface inh: -8%; Eya2 inh: 10%; Giardia kill: -9; KCNH2 WT inh: 8; USP2a inh: 0%; BCR signal inh: inconclusive; GALK inh: 1%; KCNH2 3.1 block: -1; B2AR arrestin: -0.2%; PKM2 activator: 1%; Coupling enz: -1

What do the screens show for `Cc1cccc(NC(=O)CN(C)C(=O)C2CC2)c1C`?
uPA surface inh: -3%; Eya2 inh: 16%; Giardia kill: 12; KCNH2 WT inh: -36; USP2a inh: -1%; BCR signal inh: inconclusive; KCNH2 3.1 block: -1; B2AR arrestin: 0.0%

Results for COCCN(C(=O)CCC(=O)Nc1cc(C)on1)C(C(=O)NC(C)(C)C)c1ccc(OC)cc1 (configuration not stated) ?
Eya2 inh: 7%; Giardia kill: 0; KCNH2 WT inh: -4; USP2a inh: 0%; BCR signal inh: 2%; GALK inh: -1%; KCNH2 3.1 block: 4; B2AR arrestin: 0.7%; PKM2 activator: 1%; Coupling enz: -3

Results for Nc1nnc(C(F)(F)F)s1 ?
uPA surface inh: 4%; Eya2 inh: 10%; Giardia kill: 6; KCNH2 WT inh: -1; USP2a inh: 8%; BCR signal inh: -6%; GALK inh: 1%; KCNH2 3.1 block: -4; B2AR arrestin: -0.7%; PKM2 activator: 1%; Coupling enz: 0

Results for CC1CCC2(CC1)NC(=O)N(CC(=O)Nc1cccc(C#N)c1)C2=O (configuration not stated) ?
uPA surface inh: -10%; Eya2 inh: 8%; Giardia kill: -9; KCNH2 WT inh: -2; USP2a inh: 0%; BCR signal inh: 2%; KCNH2 3.1 block: -1; B2AR arrestin: 0.2%

How did COc1ccc(CN(C(=O)c2cc3ccccc3oc2=O)C2CCS(=O)(=O)C2)cc1 (configuration not stated) do in these assays?
uPA surface inh: -3%; Eya2 inh: 4%; Giardia kill: 11; KCNH2 WT inh: 3; USP2a inh: 1%; BCR signal inh: inconclusive; GALK inh: 4%; KCNH2 3.1 block: -2; B2AR arrestin: -0.4%; PKM2 activator: -3%; Coupling enz: 5

How did O=C(CN(c1ccc(Cl)c(Cl)c1)S(=O)(=O)c1ccccc1)N1CCc2ccccc2C1 do in these assays?
uPA surface inh: -4%; Eya2 inh: -6%; Giardia kill: -26; KCNH2 WT inh: 1; USP2a inh: 3%; BCR signal inh: inconclusive; GALK inh: 2%; KCNH2 3.1 block: 6; B2AR arrestin: -0.1%; PKM2 activator: 6%; Coupling enz: 1

How did CCCn1c(N)c(C(=O)COC(=O)CCNS(=O)(=O)c2ccccc2F)c(=O)[nH]c1=O do in these assays?
uPA surface inh: 7%; Eya2 inh: 4%; Giardia kill: -9; KCNH2 WT inh: -20; USP2a inh: -1%; BCR signal inh: 5%; KCNH2 3.1 block: 5; B2AR arrestin: 0.3%

What do the screens show for `Cc1cc(=O)oc(C)c1C(=O)OCC(=O)c1ccc(Cl)c(Cl)c1`?
uPA surface inh: -17%; Eya2 inh: 3%; Giardia kill: -5; KCNH2 WT inh: -6; USP2a inh: 2%; BCR signal inh: inconclusive; GALK inh: 0%; KCNH2 3.1 block: 2; B2AR arrestin: 0.0%; PKM2 activator: 1%; Coupling enz: 1

How did COCCNC(=O)COC(=O)c1ccc(OCC(=O)Nc2ccccc2OC)c(OC)c1 do in these assays?
uPA surface inh: -98%; Eya2 inh: 5%; Giardia kill: -22; KCNH2 WT inh: 3; USP2a inh: -4%; BCR signal inh: -1%; GALK inh: 14%; KCNH2 3.1 block: 5; B2AR arrestin: 0.1%; PKM2 activator: -7%; Coupling enz: -1

Results for C/C(=N\O)c1ccc2c(c1)OCCO2 ?
uPA surface inh: 3%; Eya2 inh: -6%; Giardia kill: -16; KCNH2 WT inh: -9; USP2a inh: 5%; BCR signal inh: 4%; GALK inh: -2%; KCNH2 3.1 block: 22; B2AR arrestin: -0.3%; PKM2 activator: 5%; Coupling enz: 4

How did COCCCNCCOCCOc1ccc(Cl)cc1C(C)(C)C do in these assays?
uPA surface inh: 13%; Eya2 inh: -20%; Giardia kill: 2; KCNH2 WT inh: -1; USP2a inh: 0%; BCR signal inh: inconclusive; GALK inh: 1%; KCNH2 3.1 block: -28; B2AR arrestin: -0.5%; PKM2 activator: 1%; Coupling enz: -3

How did CC(=O)NC1C(=O)N=C(SCC(=O)Nc2ccc(C(F)(F)F)cc2Cl)NC1=O (configuration not stated) do in these assays?
uPA surface inh: -3%; Eya2 inh: 10%; Giardia kill: 11; USP2a inh: 0%; BCR signal inh: 5%; GALK inh: 0%; KCNH2 3.1 block: 3; B2AR arrestin: 0.6%; Coupling enz: 1

How did CC(C)c1ccc(OC(=O)NCCO)cc1 do in these assays?
uPA surface inh: -1%; Eya2 inh: 4%; Giardia kill: -11; KCNH2 WT inh: -1; USP2a inh: -1%; BCR signal inh: -13%; GALK inh: 1%; KCNH2 3.1 block: 2; B2AR arrestin: 0.0%; PKM2 activator: -2%; Coupling enz: 0

How did N#Cc1ccc(CN2CCN(C(=O)c3ccc(S(=O)(=O)NCc4ccco4)cc3)CC2)cc1 do in these assays?
uPA surface inh: inconclusive; Eya2 inh: 9%; Giardia kill: 17; KCNH2 WT inh: -7; USP2a inh: 3%; BCR signal inh: 5%; KCNH2 3.1 block: 2; B2AR arrestin: 0.3%

What do the screens show for `O=C1c2ccccc2C(=O)N1c1ccc(Cl)cn1`?
uPA surface inh: -2%; Eya2 inh: 5%; Giardia kill: 7; KCNH2 WT inh: 12; USP2a inh: 0%; BCR signal inh: inconclusive; GALK inh: 0%; KCNH2 3.1 block: 9; B2AR arrestin: -0.2%; PKM2 activator: -11%; Coupling enz: 4

How did CCOC(=O)CN1C(=O)/C(=C/c2c(F)cccc2Cl)Oc2ccccc21 do in these assays?
uPA surface inh: -1%; Eya2 inh: 7%; Giardia kill: 16; KCNH2 WT inh: 6; USP2a inh: 2%; BCR signal inh: 5%; GALK inh: 1%; KCNH2 3.1 block: -5; B2AR arrestin: 0.1%; Coupling enz: -3

How did CCOC(=O)Cc1nn(CC)c(=O)c2ccccc12 do in these assays?
uPA surface inh: 6%; Eya2 inh: -7%; Giardia kill: 18; KCNH2 WT inh: 8; USP2a inh: 0%; BCR signal inh: -8%; GALK inh: 0%; KCNH2 3.1 block: -4; B2AR arrestin: -0.7%; PKM2 activator: -26%; Coupling enz: -2

Reprinted from above, 2 compounds:
Results for C/C(=N\O)c1ccc2c(c1)OCCO2 ?
uPA surface inh: 3%; Eya2 inh: -6%; Giardia kill: -16; KCNH2 WT inh: -9; USP2a inh: 5%; BCR signal inh: 4%; GALK inh: -2%; KCNH2 3.1 block: 22; B2AR arrestin: -0.3%; PKM2 activator: 5%; Coupling enz: 4

How did COCCCNCCOCCOc1ccc(Cl)cc1C(C)(C)C do in these assays?
uPA surface inh: 13%; Eya2 inh: -20%; Giardia kill: 2; KCNH2 WT inh: -1; USP2a inh: 0%; BCR signal inh: inconclusive; GALK inh: 1%; KCNH2 3.1 block: -28; B2AR arrestin: -0.5%; PKM2 activator: 1%; Coupling enz: -3
